Screening data: PubChem BioAssay, several laboratories
HIF-2a block: inhibitors of HIF-2a. 786-0 RCC cells HIF-2a reporter, luciferase luminescence, overnight. inhibition, % at 18.8 µM. 360,000 tested, 0.72% active;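 active = inhibition of the luminescence signal of 40% or more relative to plate controls, in a single-dose primary screen at 18.75 µM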
Peg3 prom inh: Peg3 promoter activity inhibition; HeLa PEG-Prom luciferase reporter, luminescence, overnight; inhibition, % at 20 µM; 360,000 tested, 1.7% active; AID 588405;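 active = inhibition of at least 50% at 20 µM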
KKLEB tox: reduces viability of KKLEB cystic fibrosis airway cells; KKLEB CF airway cells viability, ATPlite luminescence, overnight; stronger effect = lower value; cells stimulated with P. aeruginosa culture filtrate; activity change (cytotoxicity), % at 5 µM; 360,000 tested, 0.36% active; AID 602141;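 active = corrected activity change at or below -50% at 5 µM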
iPSC survival up: enhancers of human iPSC single-cell survival | 360,000 tested, 0.044% active | hiPSC single-cell survival, ATPlite luminescence; 100% = ROCK inhibitor wells, 0% = DMSO | survival enhancement, % at 20 µM; in the data active = survival enhancement above about 18%;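 also: cells exposed to compounds for 16 hours before the ATP read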
NR2E3 ag-1: agonists of human nuclear receptor NR2E3. Q9Y5X4. GST-NR2E3/biotin-RetCOR TR-FRET, 1536-well. inhibition of corepressor binding, % at 4.78 µM. 320,000 tested, 0.12% active. AID 2300;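 active = percent inhibition above the cutoff of mean plus 3 SD of all tested compounds, set per screening campaign, cut at about 20% in these data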;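 also: 0% = DMSO wells and 100% = biotin wells as full block of FRET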
Target sequence (Q9Y5X4 whole entry, looked up): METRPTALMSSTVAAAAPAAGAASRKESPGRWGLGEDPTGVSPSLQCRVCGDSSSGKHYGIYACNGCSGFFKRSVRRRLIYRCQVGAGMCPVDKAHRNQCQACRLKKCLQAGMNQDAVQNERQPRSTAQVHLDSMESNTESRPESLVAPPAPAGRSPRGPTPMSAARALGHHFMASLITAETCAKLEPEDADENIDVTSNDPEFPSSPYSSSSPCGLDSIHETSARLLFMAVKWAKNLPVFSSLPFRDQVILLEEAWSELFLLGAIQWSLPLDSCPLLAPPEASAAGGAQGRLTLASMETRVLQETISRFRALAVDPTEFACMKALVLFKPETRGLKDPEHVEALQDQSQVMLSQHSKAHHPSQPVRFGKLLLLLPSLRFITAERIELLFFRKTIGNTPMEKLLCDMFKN
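Material: NR2E3–RetCOR corepressor complex / Amount: 1.35 nM GST-NR2E3 / Medium: Tris pH 7.5 / Compound: single nominal compound dose of 4.8 µM / Incubation: 5 h at 4 °C / Technique: TR-FRET, Eu(K)-anti-GST donor, streptavidin-D2 acceptor, ex 340, em 617/671 nm / Read-out basis: percent loss of FRET ratio relative to control wells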
EBV LMP1 NFkB: inhibitors of Epstein-Barr LMP1-induced NF-kappaB reporter | inhibition, % at 12.5 µM | AID 504558 | LMP1-induced NF-kappaB luciferase reporter cells, luminescence | 350,000 tested, 0.69% active; in the data active = inhibition above about 41%;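 also: 0% = neutral control wells and 100% = reference inhibitor control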
TRPM1 prom inh: MITF TRPM1 promoter inhibition in SK-MEL-5 cells. 330,000 tested, 0.83% active. inhibition, % at 12.5 µM. SK-MEL-5 TRPM1 promoter luciferase, 24 h;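 active = mean inhibition across replicates of 60% or more, whatever share of single replicates reaches that level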; also: values of inactives mirror those of a sister screen read the other way
NR2E3 ag-2: human photoreceptor-specific nuclear receptor agonism; CHO-S Gal4-NCOR/VP16-NR2E3 two-hybrid, luciferase; inhibition of corepressor binding, % at 3.98 µM; 360,000 tested, 0.35% active; AID 602229;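 active = inhibition above the mean of all tested compounds plus 3 SD, cut at about 70% in these data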;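 also: 0% = DMSO with NR2E3 transfected cells and 100% = cells lacking NR2E3 construct; higher means lower luciferase signal from less NR2E3 corepressor binding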
Shn3 3UTR inh: inhibitors of Schnurri-3 3'UTR reporter in osteoblasts. Clone20 osteoblast Shn3 3'UTR firefly luciferase, 24 h. inhibition, % at 12.5 µM. 360,000 tested, 0.52% active. AID 588674;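 active = mean inhibition of at least 75% with every replicate also reaching 75%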;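 also: 0% = median of neutral control wells and 100% = pilot-screen positive control compound; some compounds past the cut are filed as inactive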
CF NFkB inh: blocks PAF-induced NF-kB reporter in cystic fibrosis cells. KKLEB NF-kB-GFP reporter, GFP fluorescence overnight. inhibition, % at 5 µM. 360,000 tested, 0.86% active. AID 588850;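 active = at least 50% inhibition at 5 µM, scaled per plate between neutral and stimulator controls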;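 also: PAF is a Pseudomonas aeruginosa culture filtrate used as stimulus; plate controls were PAF-stimulated DMSO wells for no effect and unstimulated DMSO wells for full effect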
TRAIL sens C8: caspase-8 TRAIL sensitization. 360,000 tested, 1% active. AID 624354. inhibition (viability loss, TRAIL sensitization), % at 10 µM. NB7+C8 cells + TRAIL, ATPlite viability luminescence;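 active = compounds causing at least 50% loss of cell viability in the single-dose screen, relative to plate controls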
* hit, by the source's call; nt = not tested or not shown. Not all compounds are listed (hit frequency here may not be typical).

SMILES	HIF-2a block	Peg3 prom inh	KKLEB tox	iPSC survival up	NR2E3 ag-1	EBV LMP1 NFkB	TRPM1 prom inh	NR2E3 ag-2	Shn3 3UTR inh	CF NFkB inh	TRAIL sens C8
O=C(CNC(=O)c1ccco1)NCC(=O)OCc1cccc(Cl)c1	5	5	-4	3.7	3	-1	-2	-8	7	6	12
FC(F)(F)Oc1ccccc1C(c1nnnn1C1CCCCC1)N1CCN(C/C=C/c2ccccc2)CC1 (centres undefined)	-15	-13	-3	-3.9	nt	nt	nt	-6	-5	11	-14
COc1ccccc1NC(=O)CN1C(=O)COc2ccc(S(=O)(=O)N3CCOCC3)cc21	5	1	-1	-0.6	-2	-1	-1	-18	-27	-4	-1
COC[C@@H]1NS(=O)(=O)c2ccc(Br)cc2O[C@H]1c1ccccc1	14	4	1	-0.4	nt	6	-6	-31	12	5	-9
COc1ccc(S(=O)(=O)NC(C)C(=O)NCc2ccncc2)cc1OC (centres undefined)	-3	5	10	-0.5	-1	-4	2	-10	10	-3	-11
N[C@@H](CO)c1nnc([C@H](Cc2ccc(O)cc2)NC(=O)C2CCNCC2)o1	9	8	8	-3.9	-1	2	-2	-25	-17	5	-4
CCOC(=O)N1CCN(C(=O)CSc2nnc(-c3ccc(C)c(C)c3)o2)CC1	-10	-6	-14	-3.1	2	-5	-2	-20	9	9	3
O=C(NCc1cccc(Cl)c1)c1ccc(CS(=O)Cc2ccc(Cl)cc2)o1 (centres undefined)	7	27	-9	0.0	1	-5	2	12	5	-9	-10
O=C(CCC(=O)OCc1cccc([N+](=O)[O-])c1)Nc1ccc(F)cc1	13	17	4	0.1	-1	3	2	25	4	0	3
COCCN(C(=O)CSc1nnc(-c2ccccc2F)o1)c1c(N)n(CC(C)C)c(=O)[nH]c1=O	10	5	-9	-0.4	-1	-1	-4	9	-9	-7	-16
COc1c(C)cc(C(=O)C2CCCN(C(=O)CCc3scnc3C)C2)cc1C (centres undefined)	14	13	0	-0.9	3	5	11	15	36	-18	12
Cc1cc(C(=O)Nc2sc3c(c2C#N)CCC(C)C3)no1 (centres undefined)	-249	-209	-23	-1.8	0	-7	-60	-275	-49	2	55*
COc1ccc(CNS(=O)(=O)c2ccc(S(=O)(=O)NC3CC3)cc2)cc1	12	-5	11	0.4	1	6	16	7	1	3	14
CN(CC(=O)Nc1cccc(Cl)c1)S(=O)(=O)c1ccc2[nH]c(=O)oc2c1	8	4	6	-0.5	6	3	4	-11	0	-16	-10
Cc1cccc2cc(COC(=O)COc3ccccc3)c(=O)[nH]c12	18	-3	4	-0.5	5	1	11	-5	-7	4	6
COc1ccc(C(=O)Oc2cc(/C=N/NS(=O)(=O)c3ccccc3)ccc2OC)cc1	2	-3	11	-2.7	1	3	6	6	-7	14	-3
CCn1c(SCC(=O)NC(=O)NCc2ccco2)nc2sc(C)c(C)c2c1=O	0	-8	0	1.5	-3	-5	-9	-14	-11	2	-8
CC1=NN(C(N)=S)C(=O)C1N=Nc1ccccc1Cl (centres undefined)	-103	-75	4	-0.6	0	3	-10	-4	9	-10	-7
COc1ccc(-c2cc(=O)c(C(=O)c3ccc(C)cc3)n[nH]2)cc1	-14	-7	14	-2.7	0	6	-1	-17	-1	-10	-1
Cc1cc(C)cc(NC(=O)COc2ccc(C(=S)N3CCOCC3)cc2)c1	10	17	2	-0.9	-2	4	9	-24	7	-2	-1
Cc1ccc(NS(=O)(=O)c2ccc3c(c2)OCCCO3)cc1S(=O)(=O)N1CCOCC1	10	-14	2	0.1	0	4	3	11	0	11	-8
CC(Sc1ccccc1)C(=O)NNC(=O)c1ccncc1 (centres undefined)	8	2	15	0.1	3	-4	-3	-17	3	-9	24
O=C(CNC(=O)c1ccccc1F)Nc1ccccc1C(F)(F)F	15	21	4	-0.1	3	-2	12	-2	-25	-2	5
CCN1CCN(S(=O)(=O)c2ccc(Cl)c(C(=O)NCCc3ccccc3)c2)CC1	-155	-152	15	-0.4	-2	2	-56	-56	-51	-10	2

Of the compounds above, these contain a thiophene ring, fused or not.
SMILES	HIF-2a block	Peg3 prom inh	KKLEB tox	iPSC survival up	NR2E3 ag-1	EBV LMP1 NFkB	TRPM1 prom inh	NR2E3 ag-2	Shn3 3UTR inh	CF NFkB inh	TRAIL sens C8
Cc1cc(C(=O)Nc2sc3c(c2C#N)CCC(C)C3)no1 (centres undefined)	-249	-209	-23	-1.8	0	-7	-60	-275	-49	2	55*
CCn1c(SCC(=O)NC(=O)NCc2ccco2)nc2sc(C)c(C)c2c1=O	0	-8	0	1.5	-3	-5	-9	-14	-11	2	-8

Structural class, those above with a CF3 group.
SMILES	HIF-2a block	Peg3 prom inh	KKLEB tox	iPSC survival up	NR2E3 ag-1	EBV LMP1 NFkB	TRPM1 prom inh	NR2E3 ag-2	Shn3 3UTR inh	CF NFkB inh	TRAIL sens C8
FC(F)(F)Oc1ccccc1C(c1nnnn1C1CCCCC1)N1CCN(C/C=C/c2ccccc2)CC1 (centres undefined)	-15	-13	-3	-3.9	nt	nt	nt	-6	-5	11	-14
O=C(CNC(=O)c1ccccc1F)Nc1ccccc1C(F)(F)F	15	21	4	-0.1	3	-2	12	-2	-25	-2	5

Additional structures follow.
SMILES	HIF-2a block	Peg3 prom inh	KKLEB tox	iPSC survival up	NR2E3 ag-1	EBV LMP1 NFkB	TRPM1 prom inh	NR2E3 ag-2	Shn3 3UTR inh	CF NFkB inh	TRAIL sens C8
Cc1ccc(-c2[nH]nc3c2C(c2cccnc2)C(C#N)=C(N)O3)cc1 (centres undefined)	-4	25	2	-0.6	-2	3	14	-11	15	-13	5
CC[C@]12c3[nH]c4ccc(Cl)cc4c3CCN1C(=O)[C@@H](CC(=O)NCCCN(C)C)C[C@@H]2C(=O)N1CCN(C(=O)c2ccco2)CC1	8	-1	-13	4.3	nt	-16	-6	-3	-2	9	-3
CCOC(=O)C1=CN(Cc2cccc(Br)c2)S(=O)(=O)N(CC)C1C (centres undefined)	2	14	5	1.1	nt	-8	2	-18	-14	15	12
CCCN1C(=O)c2cc(C(=O)NCc3ccc(OC)cc3)ccc2C1O (centres undefined)	-13	6	5	-0.6	-2	5	-8	-24	-4	6	12
CCCC(=O)Nc1c(-c2cccs2)c(=O)c2ccccc2n1C	-5	0	6	1.1	-1	-3	-2	-13	-6	-3	-14
Cc1c(Cc2ccccc2)c(=O)oc2cc(OCC(=O)N3CCC(C(N)=O)CC3)ccc12	-7	10	-5	0.2	-2	-2	-1	-47	1	7	-13
COc1cccc(N2CC(C(=O)Oc3ccc4ccccc4c3)CC2=O)c1 (centres undefined)	18	-13	10	2.0	-1	-1	2	-8	1	-3	-11
CC(=O)NC(CC(=O)NCC(c1ccco1)N(C)C)c1ccccc1 (centres undefined)	15	18	-3	0.5	4	-5	0	-9	2	-9	7
CCNC(=O)NC(=O)C(C)Sc1nc2cc(C(=O)OC)ccc2c(=O)n1-c1ccccc1 (centres undefined)	-45	-10	2	1.8	4	7	-11	-7	-6	5	4
O=C(Nc1cccc(-c2nnco2)c1)c1cccs1	-8	-3	8	-0.1	1	2	-5	9	6	-32	8
CCOC(=O)C1(CCOc2ccccc2)CCN(Cc2cnc(C)[nH]2)CC1	17	4	-2	-0.3	2	3	3	-3	14	8	-2
O=C(c1ccc2c(c1)OCO2)N(CC1CCCO1)C1(C(=O)NC2CCCC2)CCCCC1 (centres undefined)	12	6	-2	-0.8	4	0	11	3	6	2	4

Ordered by value in Peg3 prom inh (low to high): 6 from the list above.
SMILES | Peg3 prom inh
Cc1cc(C(=O)Nc2sc3c(c2C#N)CCC(C)C3)no1 (centres undefined) | -209
Cc1ccc(NS(=O)(=O)c2ccc3c(c2)OCCCO3)cc1S(=O)(=O)N1CCOCC1 | -14
CN(CC(=O)Nc1cccc(Cl)c1)S(=O)(=O)c1ccc2[nH]c(=O)oc2c1 | 4
COCCN(C(=O)CSc1nnc(-c2ccccc2F)o1)c1c(N)n(CC(C)C)c(=O)[nH]c1=O | 5
CCCN1C(=O)c2cc(C(=O)NCc3ccc(OC)cc3)ccc2C1O (centres undefined) | 6
COc1c(C)cc(C(=O)C2CCCN(C(=O)CCc3scnc3C)C2)cc1C (centres undefined) | 13

Following part:
SMILES	HIF-2a block	Peg3 prom inh	KKLEB tox	iPSC survival up	NR2E3 ag-1	EBV LMP1 NFkB	TRPM1 prom inh	NR2E3 ag-2	Shn3 3UTR inh	CF NFkB inh	TRAIL sens C8
O=C(OCC(=O)N1CCc2ccccc21)c1nc(Cl)ccc1Cl	2	-4	4	0.7	-3	-7	6	-22	-13	5	1
Cc1cc(C(=O)OCC(=O)Nc2cc(Cl)ccc2C)c(C)o1	-1	2	-9	0.2	3	-2	-8	-28	-11	22	1
c1ccc2c(c1)nc(NCCN1CCOCC1)c1nncn12	9	6	9	-0.4	4	-24	9	-16	5	-11	5
CCCOc1cccc(C2C(C(=O)c3ccc(C)o3)=C(O)C(=O)N2CCN2CCOCC2)c1 (centres undefined)	8	-6	8	0.5	5	5	1	-6	-13	0	3
Oc1ccc[n+](CCCCC[n+]2cccc(O)c2)c1	19	20	8	-0.2	-2	1	2	-16	-11	-3	5
CCOC(=O)c1cnn2c1[nH]c(=O)c1ccccc12	-140	-88	6	16	5	-17	-50	-24	-16	-24	-26
CCC(C)c1ccccc1NC(=O)COc1ccc(-n2cnnn2)cc1 (centres undefined)	-1	1	2	0.2	4	-8	-4	-14	-10	-22	-4
O=C(Oc1ccc2ccccc2c1)c1ccccc1	-61	-85	7	1.8	0	3	-26	-22	-18	-4	-4
O=C(NCc1ccccc1F)Nc1ccc([N+](=O)[O-])cc1	-81	-38	12	0.4	3	1	-19	-26	-3	-14	5
Nc1ccccc1OCCOc1ccccc1N	-67	-73	-9	0.4	-1	-15	-33	-24	5	16	-14
COc1ccc(N2C(=O)CC(NCc3ccc(F)cc3)C2=O)cc1 (centres undefined)	5	17	5	-0.5	1	-4	5	-9	2	3	6
Cc1ccc(S(=O)(=O)C(C#N)c2nc3ccccc3nc2N2CCN(C)CC2)cc1C (centres undefined)	-25	6	-1	1.2	2	-5	-3	18	5	-16	-11
O=C(COC(=O)/C=C/c1ccc(OC(F)F)cc1)NCc1cccs1	-4	1	3	2.1	-3	-11	-3	1	0	-2	-8
CC(=O)Nc1cccc(N(C)C)c1	-6	4	-5	3.9	-2	-4	2	31	-5	-1	1
